# uPA generation = cell surface uPA generation inhibition; cell surface uPA generation assay, qHTS; Potency, µM (series often up to 38.3 µM), without a hit: at the highest dose activity change, negative = inhibition, usual class: inhibitors; 330,000 tested, 0.31% active; active = well fitted inhibition curve with a large enough effect; inconclusive = small, poorly fitted or top-dose-only effect; inactive = no such curve, though single readings can be large or run the other way; tested in mouse RAW 264.7 cells; note: potency is the fitted concentration of half-maximal effect; % is set by controls: 0 for no effect and ±100 for the full control effect; nearly all actives have a fitted effect of over 55% in size
# TSG101-PTAP inh = blocks PTAP/TSG101 interaction to inhibit HIV-1 budding. Q99816. Fluorescence polarization, FITC-PTAP peptide / Tsg101 binding. Potency, µM (doses to about 115 µM), inactives show top-dose activity change, negative = inhibition, hits mostly inhibitors. 340,000 tested, under 10 active. AID 493005; active = well fitted inhibition curve with a large enough effect in the main read-out, with a control signal flat, not every such curve was filed as active; inconclusive = small, poorly fitted or top-dose-only effect, or effect the other way, or a change in a side signal; inactive = no such curve, though single readings can be large or run the other way; note: potency is the fitted concentration of half-maximal effect; % of control where 0% means no effect
# Target sequence (Q99816 whole entry, looked up): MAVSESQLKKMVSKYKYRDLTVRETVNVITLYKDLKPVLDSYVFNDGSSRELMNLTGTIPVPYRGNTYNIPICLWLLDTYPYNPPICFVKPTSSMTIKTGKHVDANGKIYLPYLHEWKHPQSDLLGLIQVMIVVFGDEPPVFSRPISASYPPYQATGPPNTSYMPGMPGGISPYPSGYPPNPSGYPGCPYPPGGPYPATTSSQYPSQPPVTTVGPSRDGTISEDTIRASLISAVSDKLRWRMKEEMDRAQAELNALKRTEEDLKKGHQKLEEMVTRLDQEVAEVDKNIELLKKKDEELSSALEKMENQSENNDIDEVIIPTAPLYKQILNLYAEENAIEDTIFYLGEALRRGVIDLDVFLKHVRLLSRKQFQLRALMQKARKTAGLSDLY
#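 Compounds were pin-transferred onto Tsg101 binding domain (10 uM final) in HEPES pH 7.5 buffer, then FITC-PTAP peptide was added at 50 nM final. After 20 min at RT, polarization reported peptide displacement across a qHTS concentration series.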
# ELG1 genotoxic = inducers of genotoxicity in HEK293T ELG1-luciferase cells. HEK293T ELG1-luciferase reporter, luminescence, 16 h. Potency, µM (highest dose often 46 µM), without a hit: at the top dose activity change, positive = activation, usual class: activators. 330,000 tested, 1.3% active. AID 504466; note: potency is the fitted concentration of half-maximal effect; % of control where 0% means no effect; nearly all actives have a fitted effect of over 60% in size
#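 After overnight (16 hr) compound treatment at 37 °C, ELG1-luciferase HEK293T cells were lysed with ONE-Glo; luminescence quantified 30 min later at room temperature.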
# ASM inhibitor = inhibitors of human secretory acid sphingomyelinase; P17405; placental ASM, HMU-PC fluorogenic substrate, 60 min; Potency, µM (series often up to 57.5 µM), for inactives: at the top dose activity change, negative = inhibition, usual class: inhibitors; 340,000 tested, 0.006% active; note: potency is the fitted concentration of half-maximal effect
#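 HMU-PC0 cleavage (9 uM final) by human placental ASM, 60 min at 37 °C following 10 min compound exposure at RT; stopped at pH 10, fluorescence Ex 386/Em 447 nm.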
# Eya2 phos inh = Eya2 (human) phosphatase inhibition | recombinant Eya2, OMFP fluorescence dephosphorylation (OMFP is methylfluorescein phosphate) | Potency, µM (doses to about 76.9 µM), inactives show at the highest dose activity, negative = inhibition, hits mostly inhibitors | 330,000 tested, 0.006% active | AID 488837; note: potency is the fitted concentration of half-maximal effect; % is set by controls: 0 for no effect and ±100 for the full control effect
# Target sequence (O00167 whole entry, looked up): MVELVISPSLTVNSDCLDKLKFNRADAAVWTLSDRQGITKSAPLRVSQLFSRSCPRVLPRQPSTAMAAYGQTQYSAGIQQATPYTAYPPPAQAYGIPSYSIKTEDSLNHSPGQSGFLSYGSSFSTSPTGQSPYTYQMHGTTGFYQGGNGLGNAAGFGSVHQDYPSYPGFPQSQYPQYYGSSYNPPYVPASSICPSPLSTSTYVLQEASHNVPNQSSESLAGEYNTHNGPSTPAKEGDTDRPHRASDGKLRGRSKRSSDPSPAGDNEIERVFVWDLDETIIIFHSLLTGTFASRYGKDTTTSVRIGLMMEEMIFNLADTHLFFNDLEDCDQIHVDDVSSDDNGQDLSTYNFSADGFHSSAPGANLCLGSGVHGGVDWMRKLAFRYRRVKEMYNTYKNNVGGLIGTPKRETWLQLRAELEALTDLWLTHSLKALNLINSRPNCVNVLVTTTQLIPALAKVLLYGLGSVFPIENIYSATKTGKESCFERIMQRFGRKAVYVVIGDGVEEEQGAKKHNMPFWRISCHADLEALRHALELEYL
#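 Eya2 protein (added as 0.2 uM solution) was preincubated with compound for 10 min at ambient temperature in 50 mM HEPES pH 7.5, 50 mM NaCl, 5 uM MgCl2, 0.05% BSA, 1 mM DTT. OMFP (added at 50 uM) then reacted 10 min; fluorescence read at 485/525 nm.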
# USP2a inh = USP2a (human) protease inhibition | O75604 | USP2 core, Ub-CHOP2 coupled fluorogenic reporter, 485/531 | Potency, µM (top dose mostly 38.3 µM), without a hit: at the top dose activity change, negative = inhibition, most hits filed as inhibitors | 330,000 tested, 0.01% active | AID 463254;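 note: potency is the fitted concentration of half-maximal effect; plate controls were DMSO wells for no effect and full inhibition by NEM control for full effect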
#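 USP2 core (10nM final) preincubated 30min RT with compound in 20mM Tris-HCl pH 8.0, 2mM CaCl2, 2mM beta-mercaptoethanol, 0.05% CHAPS; 25nM Ub-CHOP2 plus 25nM reporter substrate added, fluorescence (Ex485/Em531) read after 60min.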
# BRCA1 expr up = increases BRCA1 expression | MCF7-BRCA1-FFLuc reporter, luminescence, 48 h; response scale: scaled: vehicle 0%, 10 µM genistein 100% | 380,000 tested, 1.1% active | Potency, µM (doses to about 46.1 µM), inactives show at the top dose activation, actives largely listed as activators | AID 624202; note: potency is the fitted concentration of half-maximal effect; nearly all actives have a fitted effect of over 80% in size; some results filed as inactive show a strong effect at the top dose
#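 Quantitative HTS in MCF7 cells stably reporting BRCA1 expression via firefly luciferase. Compound treatment lasts 48 h at 37 °C in phenol-red free MEM. Activation is expressed relative to genistein at 10 microM and DMSO.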
# B2AR arrestin = recruits beta-arrestin to the human beta2-adrenergic receptor | beta-arrestin recruitment to beta2AR, cell-based reporter | Potency, µM (titrated, usually from 46.1 µM), inactives show at the top dose activation, most hits filed as activators | AID 492947 | P07550 | 330,000 tested, 0.02% active;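 note: potency is the fitted concentration of half-maximal effect; 0% = DMSO controls and full agonism = EC100 isoproterenol or metaproterenol; nearly all actives have a fitted effect of over 65% in size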
# Integrin act MD = activates integrin-mediated alleviation for muscular dystrophy; alpha7betagal myoblasts, beta-gal FDG fluorescence, 48 h; Potency, µM (series often up to 38.3 µM), for inactives: at the highest dose activation, most hits filed as activators; 350,000 tested, 0.064% active;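 note: potency is the fitted concentration of half-maximal effect; 100% = response of the positive control SU9516; nearly all actives have a fitted effect of over 60% in size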
#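 Alpha7betagal+/- myoblasts (passage 13) were plated 16-24 hr, then exposed to compounds (1:260 dilution of DMSO stock) for 48 hours at 37C. After MPER lysis, β-galactosidase reporter activity was read as FDG fluorescence (ex 480/em 540) after 30 minutes.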
# p53 reactivator = mutant p53 re-activation in reporter cells; Potency, µM (series often up to 92.2 µM), for the others: at the highest dose activity change, positive = activation, usual class: activators; H1299 p53-A138V BP100-luciferase reporter, luminescence, 24 h; 320,000 tested, 0.063% active; note: potency is the fitted concentration of half-maximal effect; % of control where 0% means no effect; nearly all actives have a fitted effect of over 45% in size
#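 H1299 (p53-null), stable ts p53-A138V + BP100-Luc; 1000 cells/well, Opti-MEM/10% FBS; cpd 4 pt, 1:5; 24 h, 37 deg C, 5% CO2; detection reagent 10 min RT; luminescence.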
# TRPV1 agonist = agonists of human vanilloid receptor 1 (TRPV1); Q8NER1; TRPV1-expressing cells, Fluo-8 calcium influx, agonist mode; activation, % at 8.33 µM; 320,000 tested, 0.19% active; in the data active = activation above about 80%; inconclusive = between about 30% and that limit; note: 0% is about no effect
#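 Fluo-8 calcium influx in TRPV1-expressing cells, kinetic read (ex 480/em 520 nm). Compound added and read 3 min for agonist activity, followed by capsaicin at EC20 final and 2 min further read for enhancement.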
# An asterisk follows results filed as active; ? = inconclusive; / = no result given. Unless noted, calls come from the whole dose curve; as a rule, active = well fitted curve in the direction sought with a large enough effect; inconclusive = small, poorly fitted or top-dose-only effect, or another doubt; inactive = no such curve, though single readings can be large; an effect the other way counts as inactive or inconclusive. Rows were taken by chance (roughly 2.6% active in at least one column).
SMILES,uPA generation,TSG101-PTAP inh,ELG1 genotoxic,ASM inhibitor,Eya2 phos inh,USP2a inh,BRCA1 expr up,B2AR arrestin,Integrin act MD,p53 reactivator,TRPV1 agonist
COc1cc(NC(=O)c2ccccc2Cl)c2ncccc2c1,?,-5%,-8%,-3%,0%,2%,-61%,0.3%,-22%,/,1
COc1cccc2cc(C(=O)N3CCN(C(=O)c4ccccc4)CC3)c(=O)oc12,6%,-1%,9%,-3%,-2%,0%,-14%,-0.7%,9%,3%,2
Cc1nc(N2CCN(c3ccccc3)CC2)[nH]c(=O)c1Cc1cccc2ccccc12,/,/,1%,/,-14%,1%,/,-0.2%,/,10%,-5
CCN(CC)C(=O)COc1coc(CN2CCN(c3ccccc3F)CC2)cc1=O,2%,-7%,1%,1%,3%,1%,-12%,0.0%,-19%,1%,3
C=CCn1c(CCC)nc2ccccc21,-2%,-2%,-4%,-2%,-10%,1%,-2%,0.4%,12%,3%,-2
Cc1cc(O)c(N=Nc2ccc(C(=O)O)cc2)cc1C,4%,-5%,/,-3%,/,/,?,/,19%,/,/
CCCOc1ccccc1NC(=O)c1ccc(N)cc1,0%,-3%,0%,1%,10%,1%,-8%,-0.9%,14%,-20%,/
O=C(NCCc1c[nH]c2ccccc12)C1CCN(S(=O)(=O)c2ccc(F)cc2)CC1,-6%,1%,-7%,3%,0%,4%,-48%,-0.2%,15%,-4%,1
COc1ccc([C@H]2CC(=O)C=C(c3cccc(Cl)c3O)C2)cc1OC,5%,/,0%,-7%,0%,0%,-9%,0.2%,15%,-16%,14
COc1ccc(-n2ncc(C(=O)N3CCN(c4ccc(F)cc4)CC3)c2C)cc1,-4%,-2%,-7%,-1%,-10%,-1%,-8%,-0.1%,-15%,-3%,7
CCc1ccc(CN(C)C(=O)c2cc(COc3cccc4cnccc34)on2)cc1,?,-5%,-9%,-10%,3%,-10%,-34%,0.0%,-31%,8%,7
Cc1cc(C)c(OCCOCCN2CCNCC2)c(C)c1,3%,-4%,0%,-6%,-7%,3%,-39%,-0.2%,6%,-1%,-2
Cc1ccc(NC(=O)CSc2nc3c(c(=O)[nH]2)CCC3)c(C)c1,-1%,-1%,0%,1%,6%,-1%,-5%,0.3%,3%,10%,1
CCc1ccc(NC(=O)c2ccc3c(c2)C(=O)N(Cc2ccco2)C3=O)cc1,4%,0%,0%,-5%,-1%,2%,-13%,0.4%,-4%,6%,?
CC(C)N(Cc1ccccc1)C(=O)COC(=O)C1CCCCC1,-1%,1%,3%,3%,-16%,0%,4%,-0.2%,3%,5%,/
CC(=O)Nc1sc(C)c(C)c1C(=O)OCC(=O)N(CC(C)C)c1c(N)n(Cc2ccccc2)c(=O)[nH]c1=O,3%,-2%,?,4%,4%,-1%,-29%,-0.5%,11%,-1%,-3
CCCCc1ccc(S(=O)(=O)N/N=C(/C)c2ccncc2)cc1,-6%,-4%,-4%,2%,-3%,2%,-23%,-0.5%,-35%,-8%,15
C/C(=N/Nc1ccc(C(=O)O)cc1)c1ccc2c(c1)Nc1ccccc1S2,-1%,-1%,/,-7%,/,/,29%,/,-18%,/,/
Cc1ccc(-c2nnc3ccc(SCC(=O)N4CCCc5ccccc54)nn23)cc1,-3%,-1%,-7%,-17%,-1%,3%,-31%,-1.0%,-11%,-2%,-1
CCCCn1c(N)c(N(CCOC)C(=O)COC(=O)Cc2cccc(OC)c2)c(=O)[nH]c1=O,-2%,-1%,-2%,1%,20%,0%,-4%,-0.6%,0%,-4%,-1
CCc1nc(Cl)c(C#N)c2c1CCCC2,-1%,-6%,-6%,-6%,-15%,4%,0%,-0.5%,29%,-5%,2
CCCN(C(=O)c1c(CC)noc1C)c1c(N)n(Cc2ccccc2)c(=O)[nH]c1=O,-1%,0%,2%,24%,1%,0%,-6%,0.1%,-6%,-2%,-3
O=C(Nc1ccncc1)Nc1ccccn1,5%,0%,3%,0%,10%,1%,47%,-0.3%,-4%,1%,3
CCC(C)(C)NC(=O)C(c1ccccc1Cl)N(C(=O)CCC(=O)Nc1cc(C)on1)C1CC1 (configuration not stated),5%,-1%,2%,0%,-1%,2%,-13%,0.3%,0%,2%,15
CC(C)(C)OC(=O)C[C@@H]1C/C=C\C[C@@H](CC(=O)N(CCO)Cc2ccccc2)C(=O)NC[C@H](c2ccccc2)OC1=O,18%,-5%,-13%,-14%,1%,7%,-7%,0.9%,0%,0%,/
CC(C)(O)C#Cc1ccc(CNC[C@H]2O[C@@H](n3cnc4c(N)ncnc43)[C@H](O)[C@@H]2O)s1,19%,-3%,3%,1%,0%,1%,-33%,-0.8%,-10%,-4%,/
CNC(=O)c1ccc(-c2cc3onc(-c4ccccc4)c3c(=O)n2C)cc1,-10%,-7%,16%,-11%,15%,1%,30%,-0.1%,23%,?,/
COc1cc(/C=C2/C(=O)N(c3cccc(Br)c3)N=C2C)cc(OC)c1O,6%,-6%,-3%,?,0%,1%,7%,0.5%,17%,-2%,4
CCC(C)NC(=O)CCn1ccc2cc(S(=O)(=O)N3CCCC3)ccc21 (configuration not stated),6%,-2%,-1%,1%,-6%,1%,-4%,-0.3%,-18%,0%,3
CCn1c(SCc2ccc([N+](=O)[O-])cc2)nnc1C(C)NC(=O)c1ccc(C)cc1 (configuration not stated),-3%,2%,4%,0%,10%,-1%,-14%,-0.3%,-24%,-3%,5
CCCCn1cc2c(c1-c1cccc(C)c1)c(=O)n(C)c(=O)n2C,9%,-4%,-1%,-2%,2%,-1%,-14%,0.4%,12%,-5%,25
CC1CCN(C(=O)COC(=O)/C=C/c2ccc(Br)o2)CC1,0%,-2%,2%,4%,-3%,3%,0%,-0.4%,-20%,26%,-9
Cc1ccc(S(=O)(=O)N2CCCC2CNC(=O)C(=O)NCc2cccs2)cc1 (configuration not stated),-24%,1%,-2%,/,12%,-1%,-46%,-0.7%,-27%,-9%,0
CCc1ccc(OCC(=O)N/N=C(\C)c2ccc(-n3ccnc3)cc2)cc1,-7%,-2%,9%,-3%,-20%,2%,14%,-0.8%,-4%,13%,3
Cc1ccc(NS(=O)(=O)c2ccc(C(=O)NCc3ccncc3)cc2)cc1,-2%,-2%,-3%,/,-5%,-2%,-32%,0.2%,-33%,-3%,5
CCN1CN(CCc2ccccc2)CNC1=S,-10%,0%,1%,3%,9%,3%,-17%,-0.6%,23%,4%,1
Cc1ccc(C)c(NC(=O)CCC(=O)NNC(=O)c2cccs2)c1,4%,-1%,0%,-1%,1%,0%,-7%,-0.6%,25%,0%,2
O=c1c2ccccc2oc2cc(OCc3ccc(F)cc3)cc(O)c12,4%,1%,-1%,-2%,-1%,0%,-34%,-0.5%,20%,1%,3
COc1ccc(N(CC(=O)NCCSCc2ccco2)S(=O)(=O)c2ccccc2)cc1OC,-19%,-3%,0%,0%,4%,1%,-21%,0.1%,7%,-1%,-2
Cc1cc(C(=O)N2C(C)CCCC2C)no1 (configuration not stated),-5%,-8%,-5%,-2%,-1%,4%,-12%,0.2%,9%,8%,2
[2H]c1c([2H])c([2H])c(-c2nc(N3CCCCCC3)sc2C(=O)c2ccccc2)c([2H])c1[2H],1%,0%,-6%,-12%,8%,4%,-60%,0.1%,-28%,9%,?
O=C(/C=C/c1ccc2c(c1)OCO2)NCCSCc1ccc(Cl)cc1,4%,-2%,2%,-18%,5%,0%,-28%,-0.5%,-16%,-6%,10
CSc1ccc(CN2CCC(Cc3ccccc3)CC2)cc1,-2%,-1%,-3%,-1%,-10%,-10%,-6%,-4.2%,-23%,/,17
CCCSc1nnc(NC(=O)c2sc3nc(-c4cccs4)ccc3c2N)s1,5%,?,1%,-4%,7%,4%,16%,0.0%,20%,-8%,5
COc1ccccc1N1CCN(C(=O)c2cc(C(C)(C)C)oc2C)CC1,-3%,-3%,-6%,-3%,-14%,-1%,-11%,0.0%,-39%,-3%,-6
COc1ccc(/C=N/NC(=O)c2cccc3ccccc23)c(OC)c1OC,-4%,0%,/,2%,/,/,0%,/,-4%,/,/
CC(NC(=O)CCNS(=O)(=O)c1ccccc1)c1ccccc1 (configuration not stated),6%,-1%,1%,1%,-9%,2%,4%,0.6%,?,-16%,-4
C=CC[C@@H](CC(=O)N[C@H](CO)Cc1ccccc1)C(=O)N[C@@H](C)COC(=O)[C@@H](CC=C)Cc1ccc(F)cc1,-6%,-1%,-4%,-8%,1%,-4%,-56%,-2.8%,6%,4%,/
